POLB inh: qHTS Assay for Inhibitors of DNA Polymerase Beta | hit rate 1.3% among 340,000 | Potency, µM (series often up to 114 µM), without a hit: at the highest dose activity change, negative = inhibition, hits mostly inhibitors | Pol beta primer extension/strand displacement, fluorescence kinetic | P06746 | AID 485314, 2010; note: potency is the fitted concentration of half-maximal effect; % is set by controls: 0 for no effect and ±100 for the full control effect
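Curves were derived by four-parameter Hill fits of normalized qHTS data. The kinetic fluorescent primer-extension read was taken at 0 and 10 min after 50 nM substrate, following a 15 min room-temperature preincubation of 10 nM enzyme with compounds.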
APEX1 inh: qHTS Assay for Inhibitors of the Human Apurinic/apyrimidinic Endonuclease 1 (APE1); DNA repair nuclease/redox regulator APEX1 (Homo sapiens), P27695; recombinant APE1, TAMRA/BHQ-2 abasic DNA cleavage fluorescence; Potency, µM (top dose mostly 65.8 µM), inactives show at the top dose activity change, negative = inhibition, hits mostly inhibitors; hit rate 0.35% among 350,000;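 note: potency is the fitted concentration of half-maximal effect; plate controls were vehicle for no effect and reference inhibitor for full effect; nearly all actives have a fitted effect of over 55% in size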
Target sequence (P27695 whole entry, looked up): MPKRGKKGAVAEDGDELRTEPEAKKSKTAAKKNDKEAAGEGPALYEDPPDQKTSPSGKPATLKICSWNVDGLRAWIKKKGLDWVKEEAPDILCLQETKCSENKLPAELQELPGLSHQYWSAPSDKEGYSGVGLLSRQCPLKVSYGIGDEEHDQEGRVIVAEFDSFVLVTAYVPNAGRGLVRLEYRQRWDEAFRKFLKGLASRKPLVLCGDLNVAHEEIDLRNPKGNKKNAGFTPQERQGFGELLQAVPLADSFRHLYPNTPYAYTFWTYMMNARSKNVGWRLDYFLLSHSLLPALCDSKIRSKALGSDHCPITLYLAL
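Measures dequenching upon AP-site incision of a 5'-TAMRA/3'-BHQ-2 THF-containing duplex, 50 nM; human APE1 0.75 nM after 15 min room-temperature exposure to compound; kinetic three-point read at one-minute spacing.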
Pol eta inh: qHTS for Inhibitors of Polymerase Eta | DNA polymerase eta (Homo sapiens), Q9Y253 | recombinant Pol eta, fluorescent DNA replication assay | Potency, µM (series often up to 114 µM), for the others: at the top dose activity change, negative = inhibition, usual class: inhibitors | hit rate 1.2% among 390,000 | AID 588591, 2011; note: potency is the fitted concentration of half-maximal effect; % is set by controls: 0 for no effect and ±100 for the full control effect
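Pol eta at 10 nM preincubated with compounds 15 min at room temperature; reaction started with fluorescent substrate (50 nM final) and read kinetically at 0 and 10 min.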
Glioma ERSR ind: qHTS for Inducers of the Endoplasmic Reticulum Stress Response (ERSR) in Human Glioma: qHTS. Potency, µM, inactives show at the highest dose activation, most hits filed as activators. hit rate 0.02% among 420,000. AID 602332, 2012. U87-MG GRP78 promoter luciferase reporter, 16 h; note: potency is the fitted concentration of half-maximal effect; series mostly up to about 76 µM; % of control where 0% means no effect; nearly all actives have a fitted effect of over 35% in size
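Stably transfected U87-MG human glioma cells carrying a GRP78-based luminescent sensor were seeded at 1000 cells/well, pin-dosed with compounds and incubated 16 h. Luciferase reagent was then added, and end-point luminescence was read after 10 min at room temperature.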
Anesthetic bind: qHTS Assay for Identification of Novel General Anesthetics | Ferritin light chain (Equus caballus), P02791 | apoferritin/1-aminoanthracene competitive binding, fluorescence | Potency, µM (series often up to 77.5 µM), for inactives: top-dose activity change, negative = displacement, actives largely listed as inhibitors | hit rate 0.074% among 350,000; note: potency is the fitted concentration of half-maximal effect; % is set by controls: 0 for no effect and ±100 for the full control effect; nearly all actives have a fitted effect of over 20% in size
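Probe: 1-aminoanthracene (50% saturated, PBS). Protein: horse-spleen apoferritin, 10 uM. Incubation: 10 min, room temperature. Detection: 380 nm excitation, 535 nm emission. Analysis: normalized response, four-parameter Hill.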
LDHA inh: qHTS assay for inhibitors of human lactate dehydrogenase | L-lactate dehydrogenase A chain (Homo sapiens), P00338 | purified LDHA, NADH/diaphorase-resazurin fluorescence; stronger effect = lower value | activity change, % (values are at about 110 or 230 µM) | hit rate 0.15% among 480,000; in the data active = activity change below about -30%; inconclusive = mostly about -25% to -30%;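 note: plate controls were DMSO wells for no effect and wells without enzyme for full effect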
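Human LDH5 (2 nM) was incubated with 0.06 mM NADH and 0.2 mM pyruvate for 5 min at room temperature in Tris pH 7.4. Remaining NADH was coupled through diaphorase/resazurin, and resorufin fluorescence was read at 0 and 20 min.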
BLM inh: qHTS Assay for Inhibitors of Bloom's syndrome helicase (BLM); recombinant BLM DNA unwinding, fluorescence dequenching; Potency, µM (series often up to 56.1 µM), inactives show at the top dose activity change, negative = inhibition, most hits filed as inhibitors; hit rate 0.2% among 350,000; AID 2528, 2010;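 note: potency is the fitted concentration of half-maximal effect; plate controls were vehicle for no effect and no enzyme for full effect; nearly all actives have a fitted effect of over 35% in size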
Pol kappa inh: qHTS for Inhibitors of Polymerase Kappa | DNA polymerase kappa (Homo sapiens), Q9UBT6 | purified Pol kappa, fluorescent DNA synthesis assay, 10 min | Potency, µM (top dose mostly 107 µM), for inactives: at the highest dose activity, negative = inhibition, most hits filed as inhibitors | hit rate 0.53% among 400,000 | AID 588579, 2011; note: potency is the fitted concentration of half-maximal effect; % is set by controls: 0 for no effect and ±100 for the full control effect
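Fluorescent qHTS in 1536-well format: enzyme (10 nM) and compound sat 15 min at room temperature before 50 nM substrate (final) was added. Signal taken at 0 and 10 min; no-enzyme buffer wells were negative controls.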
POLI inh: qHTS for Inhibitors of Polymerase Iota | DNA polymerase iota (Homo sapiens), Q9UNA4 | Potency, µM (titrated, usually from 115 µM), for the others: at the highest dose activity, negative = inhibition, most hits filed as inhibitors | Pol iota fluorescent replication assay, 10 min | hit rate 1% among 390,000 | AID 588590, 2011; note: potency is the fitted concentration of half-maximal effect
Target sequence (Q9UNA4 whole entry, looked up): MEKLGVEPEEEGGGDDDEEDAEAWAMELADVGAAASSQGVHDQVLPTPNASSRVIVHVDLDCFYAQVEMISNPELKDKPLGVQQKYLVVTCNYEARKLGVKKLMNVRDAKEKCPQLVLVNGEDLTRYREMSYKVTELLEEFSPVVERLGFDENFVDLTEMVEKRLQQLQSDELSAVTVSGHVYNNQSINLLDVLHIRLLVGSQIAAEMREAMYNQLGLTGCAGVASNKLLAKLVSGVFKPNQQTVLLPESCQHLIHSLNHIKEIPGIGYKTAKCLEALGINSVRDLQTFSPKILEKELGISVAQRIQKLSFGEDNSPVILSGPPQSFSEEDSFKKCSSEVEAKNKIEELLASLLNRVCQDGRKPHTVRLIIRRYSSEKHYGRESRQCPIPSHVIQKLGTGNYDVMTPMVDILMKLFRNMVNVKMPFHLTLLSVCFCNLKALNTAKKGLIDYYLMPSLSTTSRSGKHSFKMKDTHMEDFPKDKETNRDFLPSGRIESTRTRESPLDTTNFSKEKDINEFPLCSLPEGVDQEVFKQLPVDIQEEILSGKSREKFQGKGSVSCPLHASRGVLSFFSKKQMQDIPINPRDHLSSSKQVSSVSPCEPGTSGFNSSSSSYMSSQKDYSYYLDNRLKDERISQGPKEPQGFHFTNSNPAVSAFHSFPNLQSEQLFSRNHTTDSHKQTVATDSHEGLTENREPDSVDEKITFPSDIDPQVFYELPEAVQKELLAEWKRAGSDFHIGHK
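Pol iota at 10 nM preincubated 15 min with compounds at room temperature; reaction started with fluorescent substrate, 50 nM final. Fluorescence read kinetically at 0 and 10 min; buffer-only wells as negative control.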
* marks the source's active call; other numbers are inactive results; ? = inconclusive; nt = not tested or not shown; & = joins results of further samples; [ ] = remark or other dose. Unless noted, calls come from the whole dose curve; as a rule, active = well fitted curve in the direction sought with a large enough effect; inconclusive = small, poorly fitted or top-dose-only effect, or another doubt; inactive = no such curve, though single readings can be large; an effect the other way counts as inactive or inconclusive.

SMILES | POLB inh | APEX1 inh | Pol eta inh | Glioma ERSR ind | Anesthetic bind | LDHA inh | BLM inh | Pol kappa inh | POLI inh
O=C(O)CSCC(=O)NC1CCCc2ccccc21 (centres undefined) | 29.4% | 15.2% | -4.5% | -8.0% | 7.9% | 0.8 | 3.8% | -2.3% | 45.5%[activator]
O=C(c1ccc(Br)s1)N1CCN(c2ncccn2)CC1 | 3.9% | -6.2% | 4.1% | -3.5% | -2.1% | -7.0 | -1.5% | -2.0% | -12.3%[58.9 µM]
Cc1cc(-c2nnc3n2N=C(C(C)(C)C)CS3)n[nH]1 | -4.9% | 2.8% | -7.6% | -1.5% | -8.3% | 1.0 | -0.9% | -1.4% | 2.6%
Cc1cccc(NC(=O)N2CCC(CN3CCC(C)CC3)CC2)c1C | 0.1% | nt | -18.3% | -3.8% | 0.2% | 1.5 | -0.2% | 0.0% | 1.9%
CN(C(=O)c1ccc(S(=O)(=O)N2CCOCC2)cc1)C1CCS(=O)(=O)C1 (centres undefined) | nt | 23.2% | -10.0% | -4.6% | nt | 0.0 | nt | 1.4% | 111.2%[activator]
Cc1ccnc2nc(C(=O)OCC(=O)N(CC(C)C)C3CCS(=O)(=O)C3)nn12 (centres undefined) | nt | -2.0% | -15.1% | -4.2% | nt | -3.1 | nt | 7.0% | -2.8%
O=C(c1ccc(Cl)c(S(=O)(=O)N2CCCC2)c1)N1CCN(c2ncccn2)CC1 | 2.8% | 0.9% | -8.4% | -2.3% | -7.7% | -3.4 | 0.3% | 0.6% | 133.9%[activator]
COc1ccccc1NC(=O)CSc1nc(=O)n(Cc2ccncc2)c2c1CCCC2 | nt | 6.2% | -17.2% | -3.6% | nt | -2.0 | nt | -2.4% | 12.1%
C=CCNC(=S)NNC(=O)c1ccc(OCC(C)C)cc1 | 1.7% | 1.2% | -13.0% | 6.7% | ? | -4.0 | 1.9% | 17.4% | 8.3%
CCC1=Nc2cc(C(=O)NCCc3ccc(OC)c(OC)c3)ccc2Sc2ccccc21 | -7.9% | nt | -18.4% | -2.8% | -12.1% | -4.7 | -7.3% | 0.0% | 9.2%
O=C1C(=O)N(CCN2CCOCC2)C(c2cccnc2)/C1=C(/O)c1ccc(Cl)cc1 (centres undefined) | 1.2% | -3.3% | -12.5% | -6.4% | -8.8% | -13.1 | 1.8% | 0.6% | 34.8%[activator]
CCN(c1ccccc1)S(=O)(=O)c1c(C)noc1C | nt | -2.8% | 2.4% | -3.0% | nt | -1.5 | nt | -9.7% | 7.2%
O=C(COC(=O)c1cc([N+](=O)[O-])ccc1Cl)NCCc1ccccc1 | nt | 28.4% | -12.5% | -3.9% | nt | -5.7 | nt | 0.1% | -1.8%
O=C(Cn1nc(Cc2ccncc2)c2ccccc2c1=O)Nc1cccnc1Cl | -1.9% | 1.9% | -16.2% | -3.3% | 11.1% | -1.7 | -0.2% | -6.8% | -7.4%
CC(=O)Nc1cccc(-n2cc3c(c2-c2ccccc2Cl)c(=O)n(C)c(=O)n3C)c1 | 27.1% | nt | 8.2% | -1.9% | -17.3% | -1.8 | 0.6% | 89.1µM* | ?
CC1=NNC(=O)C1CCC(=O)N/N=C/c1ccc(Cl)cc1Cl (centres undefined) | 21.3% | 1.6% | -0.8% | -1.0% | -9.1% | -2.5 | -0.7% | 1.0% | 12.5%
Cc1nc2ncnn2c(C)c1CCC(=O)N1CC(C)CC(C)C1 (centres undefined) | 23.6% | 3.4% | 3.9% | -4.5% | -8.9% | -3.0 | -0.9% | -3.9% | 29.3%
COc1ccc(NS(=O)(=O)c2coc(C(N)=O)c2)cc1Cl | 8.4% | -0.2% | -15.1% | -0.6% | 9.9% | 0.5 | 0.6% | -4.6% | 0.3%
Cc1ccc(S(=O)(=O)NC(=NC2CCCCC2)c2ccc(F)cc2)cc1 | 18.6% | 16.6% | -2.9% | -1.9% | 1.8% | -11.5 | -0.3% | 11.0% | 124.2%[activator]
COc1cc(NC(=S)N2CCN(C)CC2)c(OC)cc1Cl | 47.4% | 16.2% | -8.6% | -1.1% | -2.0% | -1.4 | -4.4% | 5.7% | -2.6%
O=C(CSc1ccccn1)N/N=C/c1cc([N+](=O)[O-])ccc1O | 28.0% | 4.2% | -2.5% | -3.3% | -3.7% | 4.3 | -1.5% | 10.2% | 17.2%
O=C(/C=C/NNC(=O)c1ccccc1)c1ccc([N+](=O)[O-])cc1 | 3.4% | 21.5% | -12.1% | 12.5% | -21.8% | -1.9 | 4.5% | -1.9% | 82.2%[activator]
COc1cc2nc(Nc3ccc(F)cc3)nc(N)c2cc1OC | 2.3%&-15.5% | -11.4% | -28.4%&-27.8% | ? | -13.0%&1.9% | -1.2&2.8 | -5.0%&-8.0% | -11.4%&-17.3% | ?
Cc1ccccc1NC(=O)c1nc2nccc(C)n2n1 | -3.9% | 2.2% | nt | nt | -1.5% | nt | 1.2% | nt | nt
CCOc1ccc(C(C(=O)NC2CCCC2)N(C(=O)c2snc(C(N)=O)c2N)C2CCCC2)cc1 (centres undefined) | 12.1% | 15.4% | -1.4% | -1.6% | -13.6% | -6.6 | -5.0% | -14.5% | 130.4%[activator]
C=C(C)CN(CC)C(=O)CSc1ccc(S(=O)(=O)N2CCN(Cc3ccccc3)CC2)cn1 | nt | -5.5% | -11.0% | 0.1% | nt | 1.4 | nt | -14.8% | 14.5%
COc1ccc(C(=O)n2nc(-c3ccc(OC)cc3)nc2N)cc1 | 24.4% | ? | -21.9% | -3.8% | 3.7% | -0.1 | -0.1% | -8.1% | 24.3%
CC(NC(=O)c1ccco1)C(=O)OCC(=O)c1ccc(Cl)s1 (centres undefined) | ? | 23.0% | -6.4% | -3.4% | -19.1% | -3.4 | -3.5% | -3.2% | 35.1%
Cc1nn(-c2cc(C(F)(F)F)ccc2Cl)c2nc(C(F)(F)F)[nH]c(=O)c12 | 19.1% | 1.0% | -22.8% | -0.8% | -1.9% | -3.5 | 2.2% | 1.0% | 12.1%
Cc1ccccc1CSCc1nc(N)nc(Nc2ccccc2C)n1 | -14.8% | -14.4% | ? | 0.1% | -0.3% | -0.5 | -6.4% | -4.4% | 8.1%
CCCc1nnc(NC(=O)CCC(=O)N2CCN(Cc3ccccc3)CC2)s1 | 24.6% | -7.5% | 6.3% | -1.7% | -3.4% | -4.8 | 3.4% | -15.5% | 3.4%
O=C(CCCCCn1c(=S)[nH]c2ccc(N3CCOCC3)cc2c1=O)NCc1ccccc1 | 18.7% | -7.7% | -11.2% | -4.7% | 8.1% | -1.8 | -5.9% | -0.7% | 159.6%[activator]
COc1ccc(OCC(=O)Nc2ccc(N3CCN(C(=O)c4ccccc4)CC3)c(Cl)c2)cc1 | 9.0% | -4.5% | -26.7% | -3.0% | 52.0%[activator] | -3.6 | -6.1% | -12.2% | 37.3%[activator]
Cc1sc2nc(SCc3nc4ccccc4[nH]3)n(Cc3ccco3)c(=O)c2c1C | 7.0% | -7.1% | -9.5% | -2.4% | -10.6% | -5.7 | -7.6% | -15.9% | 12.6%
CCOc1cc(/C=C2/C(=N)N3C(=NC2=O)SN=C3S(C)(=O)=O)ccc1OS(=O)(=O)c1ccccc1 | ? | -7.3% | 79.4µM* | -0.5% | -13.5% | -0.2 | -10.3% | -8.9% | ?
CC(C)(C)c1ccc(C(=O)NCc2cccnc2)cc1 | -0.5% | -2.5% | -3.9% | 5.8% | ? | -4.4 | -1.0% | -14.1% | 14.6%
COc1cccc(/C=C/C(=O)c2c(O)cc(C)oc2=O)c1O | ? | 2.0% | ? | 8.4% | -22.5% | 10.3 | -5.7% | -4.1% | ?
Cc1ccc(NC(=O)c2ccc(-n3cccn3)nc2)cc1 | -5.5% | -0.2% | -19.7% | -4.3% | -0.3% | -5.8 | -1.0% | -5.9% | 16.1%
Cc1cccc(C2=NN(c3ccccc3)[C@H](CO)[C@H]2c2ccccc2)c1 | nt | -10.9%&-7.2% | ? | 7.9%&-3.3% | 479.5%[activator][110 µM] | 0.2 | -12.4%[75.6 µM] | ? | 12.1%
CCOc1ccccc1NC(=O)CSc1nnc(CNC(=O)c2cc(OC)c(OC)c(OC)c2)o1 | ? | -5.6% | 9.2% | -4.9% | -5.2% | -5.0 | -1.1% | -12.2% | 34.9%[activator]
CCOC(CN=c1nc(N(C)C)ss1)OCC | nt | nt | -17.0% | -9.4% | nt | -7.7 | nt | -6.9% | 22.6%
Cc1cccc(C(=O)OCC(=O)NC2CCCCCCC2)c1 | nt | 45.4% | -20.0% | 0.2% | nt | -3.0 | nt | -10.0% | -5.5%
Cc1cccc(NC(=O)Cn2c(=O)n(Cc3ccc(C(=O)NCc4ccc5c(c4)OCO5)cc3)c(=O)c3ccccc32)c1 | 4.1% | nt | -10.6% | -2.4% | 55.2%[activator] | -9.6 | -11.2% | -14.9% | 0.6%
CC(C)c1ccc(Nc2nc3c(S(=O)(=O)c4ccc(Br)cc4)nnn3c3ccsc23)cc1 | 0.9% | nt | 2.8% | -2.0% | -12.4% | 1.9 | -4.8% | 7.7% | ?

Compound profiles (already shown). Order of values: POLB inh, APEX1 inh, Pol eta inh, Glioma ERSR ind, Anesthetic bind, LDHA inh, BLM inh, Pol kappa inh, POLI inh
Results for CC(=O)Nc1cccc(-n2cc3c(c2-c2ccccc2Cl)c(=O)n(C)c(=O)n3C)c1 → 27.1%, nt, 8.2%, -1.9%, -17.3%, -1.8, 0.6%, 89.1µM*, ?
Results for O=C(Cn1nc(Cc2ccncc2)c2ccccc2c1=O)Nc1cccnc1Cl → -1.9%, 1.9%, -16.2%, -3.3%, 11.1%, -1.7, -0.2%, -6.8%, -7.4%

The list is partial (hit frequency here may not be typical).
